IAP activation: mouse intestinal phosphatase enzyme activation – biochemical, luminescence, single concentration, confirmation (AID 434970) | purified mouse IAP, CDP-Star luminescence, 30 min; hits give low values | activity change, negative = activation, % at 10 µM | actives 2.9% (n = 11,000); in the data active = activity change below about -85%;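 note: percent relative to enzyme plus DMSO wells and wells without enzyme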
IAP activation Fold change: recorded beside IAP activation, whose call it bears; activation factor; measured here: IAP activation factor; hits give high values;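 fold luminescence change scaled to plate control wells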
Numbers without * were called inactive. A portion of the library (hit frequency here may not be typical).

structure,IAP activation,IAP activation Fold change
O=c1c(OC2OC(CO)C(O)C(O)C2OC2OC(CO)C(O)C(O)C2O)c(-c2ccc(O)cc2)oc2cc(O)cc(O)c12 (stereo not given),55.4,0.446
CC(=O)N(CC1CCCO1)c1nnc(-c2ccccn2)s1 (stereo not given),9.4,0.906
O=C(CN1CCC(C(=O)c2ccc(F)cc2)CC1)Nc1ccc(F)cc1,8.1,0.919
C=CCSc1nnc(NC(=O)c2ccc(Cl)nc2)s1,6.8,0.932
COc1cc2c(cc1OC)C(C(=O)NCc1ccco1)C1c3ccccc3CCN1C2=O (stereo not given),4.9,0.951
CCCCOP(=O)(c1ccc(N(C)C)cc1)C(O)c1ccncc1 (stereo not given),4.8,0.952
CC(=O)Nc1cccc(OC(=O)c2ccoc2C)c1,9.8,0.901
Cc1onc(-c2ccccc2)c1C(=O)NCc1cccs1,-0.8,1.01
CCOC(=O)c1cnc(SCc2ccc(C)cc2)nc1N,7.5,0.925
C=CCn1c(N)c(C(=O)Nc2cccc(C)c2)c2nc3ccccc3nc21,0.5,0.995
COc1cc(C)c(C#N)c(OC)n1,23.1,0.768
Cc1ccc(C)c(C2=CSC3=NS(=O)(=O)CCN23)c1,-33.2,1.33
c1ccc2nc3c(nc2c1)[nH]c1ccccc13,9.2,0.908
CC1CCN(C(=O)c2ccc(NC(=O)C3CCCO3)cc2)CC1 (stereo not given),-6.0,1.06
COc1cccc(/C=N/n2cncn2)c1OCC#N,2.1,0.98
C[C@]12c3[nH]c4cc(-c5ccco5)ccc4c3CCN1C(=O)[C@@H](CC(=O)NCc1ccco1)C[C@@H]2C(=O)N1CCCCC1,-24.6,1.25

A stretch from further up, for reference:
structure,IAP activation,IAP activation Fold change
Cc1ccc(C)c(C2=CSC3=NS(=O)(=O)CCN23)c1,-33.2,1.33
c1ccc2nc3c(nc2c1)[nH]c1ccccc13,9.2,0.908
CC1CCN(C(=O)c2ccc(NC(=O)C3CCCO3)cc2)CC1 (stereo not given),-6.0,1.06
COc1cccc(/C=N/n2cncn2)c1OCC#N,2.1,0.98
C[C@]12c3[nH]c4cc(-c5ccco5)ccc4c3CCN1C(=O)[C@@H](CC(=O)NCc1ccco1)C[C@@H]2C(=O)N1CCCCC1,-24.6,1.25

Next section
structure,IAP activation,IAP activation Fold change
CCOc1ccc(/C=N/NC(=O)COc2ccccc2-c2ccccc2)cc1,0.2,0.998
CCOC(=O)N1CCC(NS(=O)(=O)c2ccc3c(c2)C(C)(C)C(=O)N3C)CC1,-3.3,1.03
O=C(NC1CCCCC1)C1CCCN1C(=O)NCc1ccccc1 (stereo not given),-8.8,1.09
C[C@H](CO)N1C[C@H](C)[C@@H](CN(C)S(=O)(=O)c2ccccc2)Oc2ccc(NC(=O)Nc3ccc4c(c3)OCO4)cc2C1=O,-94.6,1.95
COc1cc(-c2nnc(COC(=O)CSc3cc(C)c4ccccc4n3)o2)cc(OC)c1OC,1.0,0.99
COc1ccccc1OCc1nnc(SCC(=O)N2CCCCC2)n1-c1ccccc1,-10.4,1.1
CCCn1nc(NS(=O)(=O)c2ccccc2)c2cc3ccccc3nc21,5.7,0.944
O=C(CN1C(=O)COc2ccccc21)N1CCc2ccccc21,6.0,0.941
Cc1nn(Cc2c(Cl)cccc2Cl)c(C)c1NC(=O)c1cn(-c2ccccc2)nc1-c1ccccc1,-73.8*,1.74*
CCc1c(-c2n[nH]c(=S)n2Cc2ccccc2)csc1C,1.5,0.986
c1cncc(-c2cccnc2)c1,-7.1,1.07
CCOC(=O)N1CCN(C(=O)Cc2ccc(-n3c(=O)[nH]c4ccccc4c3=O)cc2)CC1,8.8,0.912
COc1cccc(NC(=O)CSc2nnc(-c3ccoc3C)n2-c2ccccc2)c1,-5.0,1.05
CCOC(=O)NC(=O)CSc1nnnn1-c1ccc(C)cc1,0.8,0.992
Cc1ccc(-n2c(C)c([N+](=O)[O-])c3ccc(O)c(CN(C)C)c32)cc1,-0.3,1
N#CCc1ccc(NC(=O)Nc2cccc3ccccc23)cc1,-89.1,1.89
Cc1nn(CC(=O)NCC2CCCO2)c(=O)c2ccccc12 (stereo not given),7.1,0.929
O=C(CSc1nnc(Cc2cccs2)n1-c1ccccc1)NC1CCCCC1,2.0,0.98
Cc1csc(SC(C)C(=O)Nc2ccc(S(=O)(=O)N3CCCC3)cc2)n1 (stereo not given),-7.0,1.07
CSc1nnc(-c2sc3cc(Cl)ccc3c2Cl)n1C,5.2,0.948
N#Cc1cc2c(N)c(C(=O)Nc3ccccc3)sc2nc1N,9.2,0.908
Nc1cc(Cl)ccc1C(=O)OCC(=O)NC1CCS(=O)(=O)C1 (stereo not given),3.4,0.966
COc1cccc(C(C)NC(=S)NCc2ccc(Cl)cc2)c1 (stereo not given),-64.8,1.65
COc1ccc(S(=O)(=O)Nc2ccc(O)c(Sc3ncn[nH]3)c2)cc1,71.8,0.282
O=C(O)c1ccc(C(=O)c2ccc3c(c2)C(=O)N(Cc2ccco2)C3=O)cc1,-3.2,1.03
CCCCC(=O)Nc1cccc(NC(=O)CC)c1,7.2,0.928
CCc1cccc(CC)c1NC(=O)c1cc(CN2C(=O)c3ccccc3C2=O)ccc1OC,-1.9,1.02
Cc1cc(C)c(S(=O)(=O)Nc2ccc(O)c(Sc3ncn[nH]3)c2)cc1C,86.5,0.135
Cc1onc(-c2ccccc2)c1C(=O)NCc1ccccn1,4.3,0.956
CCn1c(CCC(=O)Nc2nc3c(s2)CCCC3)nc2cc(S(=O)(=O)N(C)C)ccc21,3.1,0.969
CC(C)CNC(=O)c1ccccc1NC(=O)Nc1ccccc1,5.2,0.949
Cc1ccc(S(=O)(=O)c2cccc(S(=O)(=O)N3CCOCC3)c2)cc1S(=O)(=O)N1CCOCC1,1.4,0.986
CCOC(=O)Cc1nnc(Nc2cccc(C)c2)c2ccccc12,2.0,0.98
C=CCn1c(SCC(=O)Nc2cc(C)ccc2OC)nnc1-c1ccco1,-7.4,1.07
O=C(Nc1cccc(Cl)c1)Nc1nnc(-c2ccccc2)o1,-2.0,1.02
C/C(=N\NC(=O)c1cccc(Br)c1)c1ccc(Br)cc1,-2.3,1.02
CCOc1ccccc1N(CC(=O)NC1CCCC1)C(=O)CCC(=O)Nc1cc(C)on1,0.0,1
O=C(CSc1nnc(-c2cccc(S(=O)(=O)N3CCCCC3)c2)o1)NCCC1=CCCCC1,10.4,0.896
Fc1ccc(NC(=S)NC2CC3CCCC(C2)N3Cc2cccs2)cc1 (stereo not given),-96.1,1.96
COc1ccc(O)c(C(=O)c2cnc3onc(C)c3c2)c1,1.9,0.981
Cc1ccc(CN2CCN(/N=C/c3ccco3)CC2)c(C)c1,-11.1,1.11
Cn1c(N2CCCCC2)cc(=O)n(C)c1=O,-9.8,1.1
COc1ccc(C(=O)C/C(=C\C(=O)c2ccc(C)cc2)c2ccccc2)cc1,1.6,0.984
CCC(C)C(NC(=O)C1CCC(C)CC1)C(=O)Nc1cc(OC)ccc1OC (stereo not given),-2.7,1.03
COc1ccc2[nH]c3c(c2c1)CCN1C(=O)C(CC(=O)NCCCN(C)C)C[C@H](C(=O)N(C(C)C)C(C)C)[C@@]31C (stereo not given in full),-13.9,1.14
COc1cccc(N2C(=O)CC(N3CCN(C(=O)c4ccco4)CC3)C2=O)c1 (stereo not given),-6.2,1.06
CCOc1ccc(NC(=O)CCS(=O)(=O)c2ccc3c(c2)CCCN3C(C)=O)cc1,7.8,0.921
Brc1cccc(OCCn2ccnc2)c1,7.0,0.929
COC(=O)CCN(C(=O)C1C2CC3CC(C2)CC1C3)c1ccccn1 (stereo not given),5.2,0.948
CSc1nc2cc(Cl)ccc2s1,6.0,0.94
O=C(Oc1ccc(Cl)cc1)c1ccc2nccnc2c1,-5.5,1.06
Cn1ncc(Cl)c1C(=O)Nc1cccc(Cl)c1,-1.1,1.01
CC1CC(C)CN(S(=O)(=O)c2ccc(C(=O)NCc3ccc4c(c3)OCO4)cc2)C1 (stereo not given),-0.7,1.01
COc1ccccc1NC(=O)Cc1cccs1,-4.5,1.04
Cc1noc(NS(=O)(=O)c2ccc(N/C=C/C(=O)c3ccc4c(c3)OCO4)cc2)c1C,13.0,0.87
COCCCNC(=O)CC1C[C@H](C(=O)N2CCCCC2)[C@@]2(C)c3[nH]c4ccc(OC)cc4c3CCN2C1=O (stereo not given in full),-12.8,1.13

Going on with the list.
structure,IAP activation,IAP activation Fold change
CCN(CC)C(=O)[C@H]1C[C@H](CC(=O)NCc2ccc(OC)c(OC)c2)C(=O)N2CCc3c([nH]c4cc(CCC(=O)N(C)C)ccc34)[C@]12C,4.7,0.954
Nc1ncnc2c1ncn2[C@@H]1O[C@H](CNC(=O)[C@H]2CCC(=O)N2)[C@@H](O)[C@H]1O,-1.6,1.02
Cc1ccc(OCC(=O)N2CCN(C(=O)c3cccnc3)CC2)cc1,1.0,0.99
CCCCCCOC(=O)c1ccccc1NC(=O)/C=C/C(=O)O,-3.5,1.04
C[C@H](CO)N1C[C@H](C)[C@H](CN(C)S(=O)(=O)c2cccs2)Oc2ccc(NC(=O)Nc3ccc4c(c3)OCO4)cc2CC1=O,-65.1,1.65
N#Cc1ccc(C(c2nnnn2C2CCCC2)N2CCC(Cc3ccccc3)CC2)cc1 (stereo not given),-5.0,1.05
COc1ccc2[nH]c(=O)c(CN(C(C)=O)c3cccc(C)c3)cc2c1,0.9,0.991
COc1cccc(CNCCNC(=O)c2ccco2)c1OC,0.1,0.999
O=C(c1csc2c1CCCC2)N1CCN(c2cccc(C(F)(F)F)c2)CC1,-11.4,1.11
O=C(NC(Nc1ncc(S(=O)(=O)c2ccc([N+](=O)[O-])cc2)s1)(C(F)(F)F)C(F)(F)F)c1ccc(Cl)cc1,10.1,0.899
Cc1ccc(S(=O)(=O)N2c3ccccc3NC(=O)CC2C)cc1 (stereo not given),-3.1,1.03
CCOc1ccc(OCC)c(NC(=O)CCS(=O)(=O)c2ccc(Br)s2)c1,8.1,0.919
CCOC(=O)C1(N(CC)CC)Sc2cc(C)ccc2NC1=O (stereo not given),-5.2,1.05
O=C(Nc1cccnc1N1CCOCC1)c1cc2ccccc2oc1=O,-1.1,1.01
COc1ccc(-c2cc(CCC(=O)N3CCN(c4cc(C)ccc4C)CC3)on2)cc1,-11.2,1.11
NS(=O)(=O)c1ccc(N/C=C\C(=O)c2cccc3ccccc23)cc1,-16.7,1.17
O=C(CCn1cnc2ccccc2c1=O)Nc1cccc(Cl)c1,-1.4,1.01
c1csc(-c2nc3c4ccccc4c4ccccc4c3[nH]2)c1,0.0,1
Cc1ccc(Nc2nc(N)nc(CN3CCN(Cc4ccc5c(c4)OCO5)CC3)n2)c(C)c1,-6.1,1.06
N#Cc1c2c(c(NCc3cccnc3)n3c1nc1ccccc13)CCC2,22.1,0.779
CCOC(=O)C1=CN(Cc2cccc(F)c2)S(=O)(=O)N(C)C1c1ccc2ccccc2c1 (stereo not given),8.4,0.915
CCC(C)(C(=O)NC1CCCCC1)N(C(=O)C1CCC(=O)N1)c1ccccc1 (stereo not given),3.9,0.962
COc1cc(Cl)c(C)cc1NC(=O)COc1cc(C)nc(C(C)C)n1,2.2,0.978
CCCc1cc(=O)oc2cc3occ(C)c3cc12,8.3,0.917
N/C(COc1ccc(Cl)cc1Cl)=N\NS(=O)(=O)c1ccccc1,4.3,0.957
O=C(NCC12CC3CC(CC(C3)C1)C2)c1cc2n(n1)C(C(F)(F)F)CC(c1ccco1)N2 (stereo not given),3.2,0.968
COC(=O)C/C=N/N=C1/NC(=O)/C(=C/C(=O)O)S1,41.6,0.585
Cc1ccc2nc(NC(=O)CCNS(=O)(=O)c3cccs3)sc2c1,21.9,0.781
CC(=O)NC1=NN(C(C)=O)C(c2sccc2C)S1 (stereo not given),-5.8,1.06
CCOC(=O)C1=CN(Cc2ccco2)S(=O)(=O)N(CC)C1c1ccc(C(F)(F)F)cc1 (stereo not given),10.7,0.893
COc1ccc(-c2noc(CCC(=O)N3CCN(c4cccc(F)c4)CC3)n2)cc1,-7.4,1.07
CCCn1c(-c2cccs2)nc2ccccc21,-6.9,1.07
CN(C)C(=O)CCc1ccc2c3c([nH]c2c1)[C@]1(CCc2ccccc2)[C@@H](C(=O)N2CCCCC2)C[C@H](CC(=O)NCCc2ccccn2)C(=O)N1CC3,-4.7,1.05
CCOC(=O)c1c(NC(=O)c2cc(C)oc2C)sc(C(=O)Nc2ccc(Cl)cc2)c1C,-3.1,1.03
c1ccc2sc(N3CN(CCN4CCOCC4)CN(c4nc5ccccc5s4)C3)nc2c1,-11.1,1.11
CCOC(=O)CSc1nnc(CNc2cccc(Cl)c2)n1-c1ccccc1,-6.0,1.06
Cc1nn(-c2ccc(F)cc2)c2sc(C(=O)OC3CCOC3=O)cc12 (stereo not given),4.2,0.958
Cc1ccc(NC(=O)C2CC(=O)n3c(nc4ccccc43)N2)cc1Cl (stereo not given),-125.1*,2.25*
CCOC(=O)c1ccc(NC(=O)NC2CCN(CC(=O)NCc3ccc4c(c3)OCO4)CC2)cc1,-60.6,1.61
CCOC(=O)c1cnc(-n2nc(C)cc2C)nc1Nc1ccc(N(C)C)cc1,7.0,0.93
CCOc1ccccc1C(=O)Nc1ccccc1O,2.5,0.976
CC(OC(=O)c1cc2sccc2n1C)C(=O)NCc1ccc(F)cc1 (stereo not given),8.2,0.917
CCOCCCNc1nc2c(C)cccn2c(=O)c1/C=C1\SC(=S)N(CC(C)C)C1=O,8.1,0.919
COc1ccc(CNC(=O)C(OC(C)=O)c2ccccn2)cc1 (stereo not given),-2.5,1.02
O=C(COC(=O)c1cc(=O)[nH]c2ccccc12)NC(=O)NC1CCCCC1,7.9,0.921

Screening data as filed in PubChem.
